WRN helicase inh – qHTS for Inhibitors of WRN Helicase. Bifunctional 3'-5' exonuclease/ATP-dependent helicase WRN (Homo sapiens), Q14191. WRN helicase unwinding, fluorescent forked duplex, kinetic. Potency, µM (series often up to 114 µM), for inactives: at the top dose activity change, negative = inhibition, usual class: inhibitors. 360,000 tested, 0.46% active. AID 651768, 2012; also: potency is read from the fitted curve at half-maximal effect; % is scaled to controls: 0 for no effect and ±100 for the full control effect; nearly all actives have a fitted effect of over 55% in size
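Kinetic fluorescence helicase assay: unwinding of a quenched forked DNA duplex (100 nM final) with 2 mM ATP final raises red fluorescence (525/598 nm). Compounds sat 15 min at room temperature with 20 nM WRN beforehand.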
FUS yeast rescue – qHTS for Suppressors of FUS Proteinopathy: Primary screen using FUS-linked yeast assay; S. cerevisiae FUS-expressing, growth rescue, OD600, 24 h; Potency, µM (doses to about 76.6 µM), without a hit: at the top dose growth rescue (activation), usual class: activators; 390,000 tested, 0.24% active;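 also: potency is read from the fitted curve at half-maximal effect; plate controls were DMSO vehicle for no effect and reference control for full effect; nearly all actives have a fitted effect of over 55% in size; some results filed as inactive show a strong effect at the top dose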
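Cultures pregrown in 2.5% raffinose medium are shifted to minimal medium containing 2% galactose to express toxic FUS. Compounds are tested at several concentrations. After 24hr at 30C, growth is quantified at 600 nm absorbance.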
PLK1 PBD block – qHTS for Inhibitors of PLK1-PDB (polo-like kinase 1 - polo-box domain): Primary Screen; Serine/threonine-protein kinase PLK1 (Homo sapiens), P53350; Potency, µM, for the others: max response, negative = inhibition, usual class: inhibitors; AID 720504, 2013; 360,000 tested, 2.8% active; Plk1 PBD binding of FITC phosphopeptide, fluorescence polarization; also: potency is read from the fitted curve at half-maximal effect; series mostly up to about 57 µM; % is scaled to controls: 0 for no effect and ±100 for the full control effect; nearly all actives have a fitted effect of over 65% in size
Target sequence (P53350 whole entry, looked up, the tested form may be a part): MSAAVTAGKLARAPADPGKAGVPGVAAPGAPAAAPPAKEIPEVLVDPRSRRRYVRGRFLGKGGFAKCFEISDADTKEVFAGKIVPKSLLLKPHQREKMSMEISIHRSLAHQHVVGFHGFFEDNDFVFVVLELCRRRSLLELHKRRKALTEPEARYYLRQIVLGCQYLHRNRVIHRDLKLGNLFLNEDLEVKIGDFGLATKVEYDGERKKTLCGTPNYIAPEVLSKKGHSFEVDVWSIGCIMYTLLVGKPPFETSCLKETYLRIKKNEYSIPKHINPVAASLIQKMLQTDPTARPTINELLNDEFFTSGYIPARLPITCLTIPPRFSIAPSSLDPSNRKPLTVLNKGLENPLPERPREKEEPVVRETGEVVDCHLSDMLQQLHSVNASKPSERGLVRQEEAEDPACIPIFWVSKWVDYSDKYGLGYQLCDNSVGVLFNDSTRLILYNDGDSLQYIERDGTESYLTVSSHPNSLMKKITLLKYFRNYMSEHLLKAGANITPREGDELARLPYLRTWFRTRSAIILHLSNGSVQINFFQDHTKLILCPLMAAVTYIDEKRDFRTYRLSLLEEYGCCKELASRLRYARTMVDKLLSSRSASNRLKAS
IL-2 act – qHTS of IL-2 Activators | 360,000 tested, 0.065% active | activation, % (series mostly up to about 46 µM) | AID 652025, 2013 | IL-2 activation reporter assay, cell-based qHTS; stimulated with anti-CD3/CD4/CD28 beads; in transgenic mouse T cells; in the data active = activation above about 50%; inconclusive = mostly about 30% to 49%; also: 0% is about no effect
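Unstimulated transgenic mouse T cells; 60-min compound exposure; bead-based TCR/CD4/CD28 stimulation; 18 h culture, 37 degrees C; dual fluorescence (EGFP, DsRed) plate cytometry.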
EPAC1 ag – qHTS for Agonist of cAMP-regulated guanine nucleotide exchange factor 3 (EPAC1): primary screen. Rap guanine nucleotide exchange factor 3 (Homo sapiens), O95398. EPAC1 agonist qHTS, biochemical assay; response scale: 100% = response to 6.5 mM cAMP. Potency, µM (highest dose often 154 µM), for the others: at the top dose activation, actives largely listed as activators. 360,000 tested, 0.073% active. AID 720707, 2013; also: potency is read from the fitted curve at half-maximal effect; nearly all actives have a fitted effect of over 60% in size
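Multi-concentration qHTS readout: loss of Rap1B-bound BODIPY-GDP fluorescence driven by 100 nM EPAC1 with excess GDP (50 uM), monitored kinetically at room temperature; agonist response expressed relative to 6.5 mM cAMP.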
PI5P4K alpha inh – qHTS for Inhibitors of phosphatidylinositol 5-phosphate 4-kinase (PI5P4K); max response, %; PI5P4Kalpha enzyme, ADP-Glo luminescence, 60 min; stronger effect = lower value; 330,000 tested, 1.2% active; Phosphatidylinositol 5-phosphate 4-kinase type-2 alpha (Homo sapiens), P48426; active = max response of -50% or lower; inconclusive = between -30% and -50%; inactive = -30% or higher; also: value at the top dose of about 77 µM; % is scaled to controls: 0 for no effect and ±100 for the full control effect
Target sequence (P48426 whole entry, looked up): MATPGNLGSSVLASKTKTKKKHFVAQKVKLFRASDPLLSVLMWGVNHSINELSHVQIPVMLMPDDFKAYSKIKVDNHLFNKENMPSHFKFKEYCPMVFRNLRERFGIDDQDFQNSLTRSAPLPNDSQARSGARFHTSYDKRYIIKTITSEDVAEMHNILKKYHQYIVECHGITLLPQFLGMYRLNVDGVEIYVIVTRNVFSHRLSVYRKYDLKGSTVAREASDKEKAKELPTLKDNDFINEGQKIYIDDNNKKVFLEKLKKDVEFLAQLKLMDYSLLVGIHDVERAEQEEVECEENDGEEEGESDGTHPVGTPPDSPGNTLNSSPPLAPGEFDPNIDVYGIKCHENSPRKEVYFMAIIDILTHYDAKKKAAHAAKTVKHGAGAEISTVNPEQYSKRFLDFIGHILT
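Enzyme plus substrate dispensed, test compounds pinned in, then ATP (5 microM final) added. After 60 min at RT, ADP-Glo reagent 1 for 45 min and reagent 2 for 30 min preceded luminescence imaging.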
EPAC1 antag – qHTS for Antagonist of cAMP-regulated guanine nucleotide exchange factor 3 (EPAC1): primary screen; EPAC1 GEF assay, Rap1b-BODIPY-GDP exchange fluorescence; Potency, µM (highest dose often 115 µM), for the others: at the top dose activity change, negative = inhibition, actives largely listed as inhibitors; 360,000 tested, 0.14% active; AID 720709, 2013;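 also: potency is read from the fitted curve at half-maximal effect; plate controls were vehicle for no effect and positive control for full effect; nearly all actives have a fitted effect of over 50% in size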
Abeta rescue – qHTS for compounds that reverse cellular toxicity of Amyloid beta (A-beta) peptide in yeast: Primary Screen; yeast expressing A-beta42, growth rescue, OD600, 48 h; response scale: 0% DMSO, 100% iron-clioquinol control; Potency, µM (series often up to 46.1 µM), without a hit: at the top dose growth rescue, usual class: activators; 410,000 tested, 0.063% active; also: potency is read from the fitted curve at half-maximal effect; nearly all actives have a fitted effect of over 55% in size
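Yeast growth medium received pinned compounds, then yeast cells expressing toxic A-beta were added; plates incubated at 30 C for 48 hr. Growth read as absorbance at 600 nm, normalized to DMSO and equimolar FeCl3 plus clioquinol controls.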
* hit, by the source's call; ? = inconclusive; . = no result given; [ ] = remark or other dose. Unless noted, calls follow the shape of the dose curve; as a rule, active = well fitted curve in the direction sought with a large enough effect; inconclusive = small, poorly fitted or top-dose-only effect, or another doubt; inactive = no such curve, though single readings can be large; an effect the other way counts as inactive or inconclusive.

no.	structure	EPAC1 antag	EPAC1 ag	PLK1 PBD block	PI5P4K alpha inh	IL-2 act	FUS yeast rescue	WRN helicase inh	Abeta rescue
1	CN(C)CCCNC(=O)CC1C[C@H](C(=O)N2CCOCC2)[C@@]2(CCC3CCCC3)c3[nH]c4ccccc4c3CCN2C1=O (stereo partly drawn)	11%	0%	-19%	-16	0.3	8%	-6%	-1%
2	COc1ccc(C(C#N)N2CCCCCC2)cc1OC (stereo not drawn)	4%	3%	-6%	4	-0.2	7%	1%	19%
3	Cc1cccc(CCN2C(N(C)C)=NC[C@@H]2C)c1	-7%	8%	-6%	1	-0.4	-26%	-6%	10%
4	CC(C)(C)c1ccc(C(=O)NC(=S)NNC(=O)c2cccs2)cc1	?	-2%	-21%	-27	1.3	.	-8%	-70%[inhibitor]
5	Cc1ccc(C(=O)Nc2cccc(C(F)(F)F)c2)cc1Nc1ncnc2nc[nH]c12	-2%	-11%	-16%	-16	-3.9	-10%	-2%	-23%
6	COc1cccc(CNC(=O)c2cccc(NC(=O)CC3SC(N4CCCCC4)=NC3=O)c2)c1 (stereo not drawn)	-2%	-11%	5%	-3	-0.2	20%	1%	0%
7	CCOc1ccc(Oc2ccccc2NC(=O)CSCC(=O)Nc2cc(C)on2)cc1	-4%	-14%	-4%	1	1.2	6%	2%	3%
8	CN1CCN(S(=O)(=O)c2ccc(NC(=S)NC(=O)C(C)(C)C)cc2)CC1	4%	-4%	-14%	13	-0.1	5%	3%[57.1 µM]	2%
9	Cc1nc2nc(Cc3ccccc3)[nH]n2c(=O)c1Cl	-17%	4%	-1%	-13	0.0	4%	-8%	15%
10	O=C(CCNC(=O)c1ccccc1Cl)Nc1cc(S(=O)(=O)N2CCOCC2)ccc1N1CCOCC1	-8%	13%	-2%	0	-0.7	13%	-9%	-6%
11	CCC(CO)NS(=O)(=O)c1cc(-c2nn(C)c(=O)c3ccccc23)ccc1C (stereo not drawn)	5%	1%	-6%	4	0.2	7%	0%	-19%
12	COC(=O)c1nn(-c2cccc(C(F)(F)F)c2)c(=O)cc1Sc1ccccn1	2%	-5%	-4%	.	-2.9	23%	10%	-10%
13	COc1cc(NCCCn2cnc3c(OC)ncnc32)cc(OC)c1OC	18%	-10%	-3%	-4	-0.8	-15%	6%	-15%
14	CN(C)C(=O)C1C2NC(=S)N(c3ccccc3)C1(C)Oc1ccccc12 (stereo not drawn)	13%	-3%	-6%	5	-4.7	13%	-2%	-5%
15	COc1cccc(C(=O)OCC(=O)NCCCc2ccccc2)c1	5%	-7%	-5%	2	-2.5	13%	-8%[57.1 µM]	8%
16	Cc1cccc(OCCn2c(=O)oc3ccc(C)cc32)c1	-12%	0%	-9%	9	-0.6	20%	-9%	13%
17	Nc1nonc1-n1nnc(C(=O)N/N=C/c2ccccc2F)c1-c1cccs1	-2%	0%	1%	-7	0.0	-20%	-7%	.
18	COc1cccc(C=NN2CCCCCC2)c1OC	-2%	11%	-5%	8	-0.5	8%	2%	7%
19	CCC(C)NC(=O)C(Cc1ccccc1)NS(=O)(=O)c1ccc2c(c1)oc(=O)n2C (stereo not drawn)	7%	-2%	-1%	1	-2.1	7%	-3%	3%
20	Cc1cccc(N2CN(Cc3cccnc3)CNC2=S)c1	6%	6%	-6%	5	-1.1	-2%	-16%	-6%
21	COc1ccc(NC2c3ccccc3C(=O)N2Cc2ccco2)cc1OC (stereo not drawn)	-12%	-19%	-15%	-6	-2.4	1%	-2%	8%
22	NC(=Nc1ccc(Cl)cc1)c1ccccc1	7%	5%	-6%	1	0.4	-33%	-3%	14%
23	CN1CCN(c2ccc(S(=O)(=O)N3CCCCC3)cc2NC(=O)Cc2c(F)cccc2Cl)CC1	8%	4%	6%	2	-6.0	13%	8%	9%
24	Cc1ccc(N(C)C(=O)N2CCN(S(=O)(=O)c3ccc4ccccc4c3)CC2)cc1	?	16%	0%	.	-0.4	1%	-14%	5%
25	Cc1ccsc1C1C2=C(CC(C)(C)CC2=O)Nc2ncnn21 (stereo not drawn)	-5%	6%	?	-11	2.6	-10%	-7%	-15%
26	CCOC1=C2CN(S(=O)(=O)c3ccc(C)cc3)[C@@H](c3cccc4ccccc34)C[C@H]2[C@H]2C(=O)N(c3ccccc3)C(=O)[C@H]2C1	2%	9%	-6%	2	-0.3	-3%	4%	-5%
27	COc1ccccc1C(=O)COC(=O)/C=C/c1ccccc1	-3%	15%	-10%	-4	-5.1	.	-25%	-29%
28	CC(=O)NC(c1cccc(F)c1)c1nc(-c2ccoc2)cs1 (stereo not drawn)	7%	-22%	-2%	2	2.1	2%	3%	-4%
29	CO/N=C1\CCn2c1c(C)c1ccccc12	-12%	5%	-6%	1	-1.8	-21%	-5%	-4%
30	CCc1ccc(OCC(=O)OC(C)C(=O)Nc2ccc(Cl)cn2)cc1 (stereo not drawn)	-6%	6%	-17%	1	0.0	8%	-10%	0%
31	COc1ccccc1S(=O)(=O)Cc1ccc(C(=O)NC2CC2)o1	8%	9%	-8%	5	-0.9	1%	-2%	4%
32	c1ccc(-c2n[nH]c(-c3ccccn3)n2)cc1	-8%	-1%	1%	-1	-1.6	-36%	-10%	4%
33	COc1ccc(N(C(=O)COc2ccccc2OC)S(=O)(=O)c2ccc(C)cc2)cc1	5%	13%	-3%	-7	-0.4	16%	-8%	14%
34	CCOc1ccc(N2C(=O)CC(Sc3nc4ccc(OCC)cc4s3)C2=O)cc1 (stereo not drawn)	-3%	2%	-7%	1	1.0	39%	-9%	2%
35	Cc1cc(NC(=O)c2c([N+](=O)[O-])c(C)nn2C)no1	2%	9%	1%	29	2.1	11%	-5%	-14%
36	CCN1C(=NCc2ccco2)N[C@@H](c2cccc(F)c2)C(C(=O)OC)=C1C	-5%	1%	-6%	-1	-2.5	6%	-7%	-8%
37	CC(CNS(=O)(=O)c1ccc(Br)cc1)CN(C)C (stereo not drawn)	5%	-15%	-2%	1	2.3	0%	-9%	-7%
38	Cc1cc2ccccc2c(=O)n1CC(=O)N(C)c1ccc(F)cc1	2%	-7%	-2%	-10	-1.7	13%	8%[57.1 µM]	-6%
39	COc1cc(NC(=O)C(C)Oc2ccccc2)c(OC)cc1NC(=O)c1ccccc1 (stereo not drawn)	-26%	29%	-9%	12	-5.0	.	?	-19%
40	CC1CC(Nc2ccccc2)=CC(=O)O1 (stereo not drawn)	10%	6%	-7%	-3	2.8	-43%	3%	2%
41	CCOC(=O)c1[nH]c(C)c(C(=O)N2CCN(C(=O)OCC)CC2)c1CC	-18%	2%	-17%	3	0.0	-4%	-43%[57.1 µM]	1%
42	O=C(NCc1ccccc1)C(=O)Nc1nc(C23CC4CC(CC(C4)C2)C3)cs1	14%	21%	-6%	2	-0.3	6%	-29%[57.1 µM]	4%
43	CCOC(=O)c1nn(-c2ccc(F)cc2)c(=O)cc1OCC(=O)Nc1ccc(F)c(F)c1	13%	7%	2%	-9	0.2	9%	-3%	-12%
44	CC1=C(CC(=O)NCC(=O)NCC(=O)O)c2cc(F)ccc2/C1=C/c1ccc(S(C)=O)cc1 (stereo not drawn)	-22%	1%	-7%	5	0.6	-8%	-6%[57.1 µM]	-20%
45	COc1ccc(Oc2c(Cl)cnn(-c3ccc(F)cc3)c2=O)cc1	1%	-2%	2%	-6	-0.2	-8%	-8%	-21%
46	Cc1cccc(N(Cc2cc3ccc(C)cc3[nH]c2=O)S(=O)(=O)c2ccccc2)c1	-10%	12%	-5%	13	0.5	17%	-10%	.
47	Cc1cc(C)cc(OCc2ccc(C(=O)O)o2)c1	-5%	5%	3%	.	-2.3	20%	-6%	15%
48	COc1cc(CC(=O)OCC(=O)NCc2ccc(C)cc2)cc(OC)c1OC	7%	17%	8%	2	-0.9	-15%	-5%	5%
49	CCCCCCCCCCCCC(NC(C)=O)(C(=O)OCC)C(=O)OCC	-15%	-3%	-4%	5	0.6	1%	16%	-15%
50	CC(=O)c1ccc(NC(=O)NC2CCCCCCC2)cc1	-27%	6%	3%	7	-2.0	10%	0%	4%
51	CC#CCOCC1CN(C)C(=O)O1 (stereo not drawn)	6%	7%	11%	0	1.5	7%	7%	-1%
52	Cc1occc1C(=O)N1CCN(C(=O)C2CCCO2)CC1 (stereo not drawn)	2%	10%	-9%	.	0.1	27%	-10%	8%
53	C(=N\N1CCOCC1)/c1cn(-c2ccccc2)nc1-c1ccccc1	1%	10%	-10%	-4	0.1	9%	-4%	-17%
54	CCOc1ccc(Nc2nc3c(c(=O)[nH]2)CCC3)cc1	-15%	5%	-8%	.	-0.6	27%	-10%	10%
55	COC(=O)Cn1c2ccccc2c2nc(C)sc21	1%	1%	-8%	.	-2.4	5%	0%	7%
56	CCC(C(=O)NCc1ccc(F)cc1)N(Cc1cccs1)C(=O)c1snc(C(N)=O)c1N (stereo not drawn)	-6%	4%	-4%	2	0.4	6%	4%	-14%
57	Cc1nc2c([nH]c3ccc(Br)cc32)s1	-1%	1%	-7%	.	-1.8	32%	8%	-24%
58	CCOC(=O)c1nc2nc(C)cc(=O)n2[nH]1	4%	7%	-7%	.	-2.4	15%	4%	-10%
59	COc1cc(OC)c(N(C)S(=O)(=O)c2cccc(C(=O)Nc3nccs3)c2)cc1Cl	-14%	12%	2%	4	0.0	?	-13%	3%
60	CC(C)CC(C)c1cc(N)nc2nc3ccccc3n12 (stereo not drawn)	-23%	2%	-8%	1	0.2	8%	-8%[57.1 µM]	-9%
61	COc1cc(C(=O)ON=C2C(C)=CC(=O)C=C2C)cc(OC)c1OC	12%	-6%	?	.	-2.1	22%	8%	-8%

From PubChem

The order is random. About 4.1% of those tested had a hit in this group.
